High-throughput results from PubChem BioAssay.
RORgamma inh: qHTS for inhibitors of ROR gamma transcriptional activity; 310,000 compounds, 5.4% hits; Drosophila S2 Gal4-RORgamma UAS-luciferase reporter, 20 h; Potency, µM (top dose mostly 53.6 µM), without a hit: at the highest dose activity change, negative = inhibition, hits mostly inhibitors; Nuclear receptor ROR-gamma (Mus musculus), P51450; further: on the % scale 0 is the no-effect control and ±100 the full control effect; nearly all actives have a fitted effect of over 60% in size
Target sequence (P51450 whole entry, looked up, the tested form may be a part): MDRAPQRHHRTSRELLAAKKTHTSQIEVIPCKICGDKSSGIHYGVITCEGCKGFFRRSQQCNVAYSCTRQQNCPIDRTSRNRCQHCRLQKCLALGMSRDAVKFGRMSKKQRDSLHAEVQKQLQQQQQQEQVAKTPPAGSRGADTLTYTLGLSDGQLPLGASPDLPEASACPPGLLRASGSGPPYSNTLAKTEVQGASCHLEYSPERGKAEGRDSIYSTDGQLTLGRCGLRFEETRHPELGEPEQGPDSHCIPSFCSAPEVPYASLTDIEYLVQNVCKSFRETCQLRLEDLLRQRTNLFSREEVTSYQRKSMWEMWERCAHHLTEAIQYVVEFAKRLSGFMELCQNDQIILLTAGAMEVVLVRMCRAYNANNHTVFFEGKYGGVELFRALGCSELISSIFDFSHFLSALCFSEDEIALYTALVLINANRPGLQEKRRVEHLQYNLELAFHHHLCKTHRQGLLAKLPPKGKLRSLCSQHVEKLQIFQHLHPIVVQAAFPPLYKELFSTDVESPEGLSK
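ROR gamma transcriptional activity was tracked as Gal4-UAS luciferase output in stably transfected Drosophila Schneider cells, with compound added 1 hr before 700 uM copper sulfate induction and a 20 hr ambient-temperature incubation.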
CXXC DNA block: qHTS Fluorescence Polarization Assay for Inhibitors of MLL CXXC domain - DNA interaction | Histone-lysine N-methyltransferase 2A (Homo sapiens), Q03164 | MLL-CXXC / FITC-HOXA9 DNA fluorescence polarization | Potency, µM (series often up to 115 µM), for the others: at the top dose activity change, negative = inhibition, most hits filed as inhibitors | 290,000 compounds, 0.037% hits | AID 2662, 2010; active means well fitted inhibition curve with a large enough effect in the polarisation, with a control signal flat, not every such curve was filed as active; inconclusive means small, poorly fitted or top-dose-only effect, or effect the other way, or a change in a side signal; inactive means no such curve, though single readings can be large or run the other way; the % refers to the polarisation
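Purified MLL-CXXC (added from a 7 uM solution) was preincubated 5 min at ambient with pinned compounds in 50 mM Tris-HCl pH 7.5, 50 mM NaCl, 1 mM DTT, 0.05% BSA. Fluorescein-labeled HOX-A9 DNA (50 nM solution) followed, 30 min, then polarization read.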
MBNL1-CUG inh: qHTS Assay for Inhibitors of MBNL1-poly(CUG) RNA binding | TR-FRET MBNL1-His/biotin-(CUG)12 binding, 665/545 ratio | Potency, µM (top dose mostly 57.5 µM), inactives show at the top dose activity change, negative = inhibition, usual class: inhibitors | 280,000 compounds, 0.036% hits | AID 2675, 2010; active means well fitted inhibition curve with a large enough effect in the signal ratio, with a control signal flat, not every such curve was filed as active; inconclusive means small, poorly fitted or top-dose-only effect, or effect the other way, or a change in a side signal; inactive means no such curve, though single readings can be large or run the other way; the % refers to the signal ratio; further: on the % scale 0 is the no-effect control and ±100 the full control effect
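MBNL1-His + Biotin-(CUG)12, cpd titration 92 nM–58 uM; Tb anti-His Ab 0.055 ng/ul, SA-XL665 5 nM (final); 60 min RT; ratiometric 665/545 nm, Ex 340 nm; normalized to buffer and full-complex controls.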
FLuc counter: qHTS profiling assay for firefly luciferase inhibitor/activator using purifed enzyme and Km concentrations of substrates (counterscreen for miR-21 project); Luciferin 4-monooxygenase (Photinus pyralis), P08659; purified FLuc, Km substrates, luminescence inhibition; Potency, µM (titrated, usually from 57.5 µM), inactives show top-dose activity change, negative = inhibition, usual class: inhibitors; 360,000 compounds, 6.9% hits;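 further: plate controls were vehicle for no effect and reference inhibitor for full effect; nearly all actives have a fitted effect of over 55% in size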
Target sequence (P08659 whole entry, looked up): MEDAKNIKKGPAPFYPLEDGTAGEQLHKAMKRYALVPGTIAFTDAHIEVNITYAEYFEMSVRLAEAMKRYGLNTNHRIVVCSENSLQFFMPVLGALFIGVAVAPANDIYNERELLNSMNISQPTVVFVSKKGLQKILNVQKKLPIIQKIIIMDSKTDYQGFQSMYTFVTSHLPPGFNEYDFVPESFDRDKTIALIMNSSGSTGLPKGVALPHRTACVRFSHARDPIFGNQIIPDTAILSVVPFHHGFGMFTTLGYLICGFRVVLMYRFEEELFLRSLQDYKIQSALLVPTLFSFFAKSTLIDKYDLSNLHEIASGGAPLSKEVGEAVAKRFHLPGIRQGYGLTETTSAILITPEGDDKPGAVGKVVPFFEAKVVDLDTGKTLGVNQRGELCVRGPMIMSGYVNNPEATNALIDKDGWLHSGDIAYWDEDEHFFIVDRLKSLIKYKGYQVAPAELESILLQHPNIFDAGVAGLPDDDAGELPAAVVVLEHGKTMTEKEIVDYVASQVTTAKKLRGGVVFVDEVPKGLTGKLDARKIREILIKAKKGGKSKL
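Purified P. pyralis luciferase, 10 nM final, with Km-level 10 uM D-luciferin and 10 uM ATP in 50 mM Tris acetate pH 7.5, 10 mM Mg acetate, 0.01% Tween-20, 0.05% BSA; 6-point qHTS titration about 60 µM downward; luminescence read.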
ELG1 genotoxic: qHTS screen for small molecules that induce genotoxicity in human embryonic kidney (HEK293T) cells expressing luciferase-tagged ELG1. 330,000 compounds, 1.3% hits. AID 504466, 2011. HEK293T ELG1-luciferase reporter, luminescence, 16 h. Potency, µM (doses to about 46 µM), for the others: at the highest dose activity change, positive = activation, most hits filed as activators; further: % of control where 0% means no effect; nearly all actives have a fitted effect of over 60% in size
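Screening used a luciferase reporter fused to human ELG1 in HEK293T cells. Luminescence was read on a CCD plate imager after 16 hr exposure and 30 min ONE-Glo incubation.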
VP16 counter: VP16 counterscreen qHTS for inhibitors of ROR gamma transcriptional activity; 310,000 compounds, 3.5% hits; Potency, µM (top dose mostly 53.6 µM), inactives show top-dose activity, negative = inhibition, most hits filed as inhibitors; Drosophila S2 Gal4-VP16 UAS-luciferase, luminescence, 20 h;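 further: Gal4-VP16 expression switched on by copper sulfate through the metallothionein promoter; on the % scale 0 is the no-effect control and ±100 the full control effect; nearly all actives have a fitted effect of over 50% in size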
uPA surface inh: qHTS for Inhibitors of Cell Surface uPA Generation | cell surface uPA generation assay, qHTS | Potency, µM (highest dose often 38.3 µM), for inactives: top-dose activity change, negative = inhibition, actives largely listed as inhibitors | 330,000 compounds, 0.31% hits | AID 540303, 2011; active means well fitted inhibition curve with a large enough effect; inconclusive means small, poorly fitted or top-dose-only effect; inactive means no such curve, though single readings can be large or run the other way; tested in mouse RAW 264.7 cells; further: on the % scale 0 is the no-effect control and ±100 the full control effect; nearly all actives have a fitted effect of over 55% in size
NPC1 prom act: qHTS Assay for NPC1 Promoter Activators; Huh7 NPC1 promoter luciferase reporter, 24 h; Potency, µM (top dose mostly 9.22 µM), without a hit: at the top dose activation, most hits filed as activators; 320,000 compounds, 2.4% hits; AID 485313, 2010;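 further: % of control where 0% means no effect; nearly all actives have a fitted effect of over 60% in size; reporter is driven by a mutant NPC1 promoter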
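Cells: Huh7 expressing luciferase under the NPC1 promoter, 1500/well. Seeded 2 h, compound added, incubated 24 h at 37 °C. Luciferase reagent, 10 min ambient, then luminescence.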
BRCA1 expr act: qHTS Assay to Identify Small Molecule Activators of BRCA1 Expression; MCF7-BRCA1-FFLuc reporter, luminescence, 48 h; response scale: scaled: vehicle 0%, 10 µM genistein 100%; 380,000 compounds, 1.1% hits; Potency, µM (series often up to 46.1 µM), for inactives: at the top dose activation, usual class: activators; further: nearly all actives have a fitted effect of over 80% in size; some results filed as inactive show a strong effect at the top dose
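MCF7-BRCA1-FFLuc cells, 2000/well in phenol-red-free MEM, attached 2 h then treated 48 h at 37 C. Luciferase luminescence read 15 min after reagent; normalized to genistein maximum activation (10microM) and DMSO, concentration-response fitted.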
Rab9 promoter act: qHTS Assay for Rab9 Promoter Activators | Huh7 Rab9 promoter-luciferase reporter, luminescence, 24 h | Potency, µM (doses to about 9.22 µM), for the others: top-dose activation, negative = inhibition, hits mostly activators | 320,000 compounds, 2.8% hits | AID 485297, 2010; further: % of control where 0% means no effect; nearly all actives have a fitted effect of over 60% in size
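Rab9 promoter-driven luciferase in stably transfected Huh7 cells; 1500 cells/well rested 2 h, exposed to compound in DMSO for 24 h at 37 °C, 5% CO2. Luminescence read 10 min after adding luciferase reagent at ambient temperature.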
p53 reactivation: qHTS assay for re-activators of p53 using a Luc reporter; H1299 p53-A138V BP100-luciferase reporter, luminescence, 24 h; Potency, µM (top dose mostly 92.2 µM), for the others: top-dose activity change, positive = activation, hits mostly activators; 320,000 compounds, 0.063% hits; AID 504706, 2011; further: % of control where 0% means no effect; nearly all actives have a fitted effect of over 45% in size
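p53-null H1299 cells stably carrying temperature-sensitive p53-A138V and a BP100-luciferase reporter were pinned with compounds (4-point, 1:5 series) and held 24 hrs at 37 deg C. Luminescence was read 10 min after detection reagent.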
Starred values were filed as active, the others as inactive; u = inconclusive; x = not tested or not shown; & = joins results of further samples; [ ] = another dose, or the depositor's remark. Unless noted, the call rests on the fitted dose curve; in most records, active means well fitted curve in the direction sought with a large enough effect; inconclusive means small, poorly fitted or top-dose-only effect, or another doubt; inactive means no such curve, though single readings can be large; an effect the other way counts as inactive or inconclusive. Potency means the concentration at half of the fitted maximal effect. Not all compounds are listed, so the mix of outcomes need not match the whole.

The first 4 records, to show the layout:
SMILES	RORgamma inh	CXXC DNA block	MBNL1-CUG inh	FLuc counter	ELG1 genotoxic	VP16 counter	uPA surface inh	NPC1 prom act	BRCA1 expr act	Rab9 promoter act	p53 reactivation
OCCNc1nc(NCc2ccccc2)c2ccccc2n1	4%	6%	-10%	3%	-9%	-11%	-4%	-6%	-4%	-5%	u
CCN(Cc1ccccc1)C(=O)CN1C(=O)COc2ccc(S(=O)(=O)N3CCCCCC3)cc21	-16%	2%	6%	2%&4%	-6%	-12%	-12%	-4%	0%	-1%	-10%
Cc1ccc(Nc2ccccc2N)cc1	11µM*	-30%	3%	u	15%	-6%	-1%	-11%	u	-17%	5%
O=C(N[C@@H](Cc1c[nH]c2ccccc12)C(=O)O)C1CCN(S(=O)(=O)c2ccc(Cl)cc2)CC1	34%	1%	-1%	4%	0%	-7%	2%	0%	-2%	1%	2%

Main list (from the top)
SMILES	RORgamma inh	CXXC DNA block	MBNL1-CUG inh	FLuc counter	ELG1 genotoxic	VP16 counter	uPA surface inh	NPC1 prom act	BRCA1 expr act	Rab9 promoter act	p53 reactivation
OCCNc1nc(NCc2ccccc2)c2ccccc2n1	4%	6%	-10%	3%	-9%	-11%	-4%	-6%	-4%	-5%	u
CCN(Cc1ccccc1)C(=O)CN1C(=O)COc2ccc(S(=O)(=O)N3CCCCCC3)cc21	-16%	2%	6%	2%&4%	-6%	-12%	-12%	-4%	0%	-1%	-10%
Cc1ccc(Nc2ccccc2N)cc1	11µM*	-30%	3%	u	15%	-6%	-1%	-11%	u	-17%	5%
O=C(N[C@@H](Cc1c[nH]c2ccccc12)C(=O)O)C1CCN(S(=O)(=O)c2ccc(Cl)cc2)CC1	34%	1%	-1%	4%	0%	-7%	2%	0%	-2%	1%	2%
CCOc1ccc(NS(=O)(=O)c2cc(Cl)ccc2OC)cc1	21%	-2%	-6%	0%	x	-5%	6%	x	-36%	x	x
COc1ccc(NC(=O)c2ccccc2[N+](=O)[O-])cc1OC	12%	-12%	x	0%	1%	-13%	-4%	1%	5%	1%	-11%
CN(C)CCNC(=O)Nc1cccc(Cl)c1Cl	-1%	3%	4%	1%	0%	-15%	4%	-7%	1%	2%	-11%
CC(=O)NCCn1c(SCC(=O)c2ccc(Cl)cc2)nc2ccccc2c1=O	14%	-2%	-1%	11%	2%	-4%	x	-3%	1%	0%	-18%
O=C(N/N=C1\CCCc2oc(C(=O)O)cc21)c1ccccc1	u	0%	-3%	-5%	7%	-3%	-2%	1%	u	-14%	9%
CSc1nc2sc3c(c2c2nncn12)CCC3	-18%	-1%	u	-3%	6%	u	-7%	-1%	-18%	-3%	13%
Cc1ccc(NC(=S)N(CCCN2CCOCC2)Cc2ccco2)cc1	-8%	1%	-7%	4%	1%	-13%	-5%	-4%	0%	-2%	10%
O=P(O)(CP(=O)(c1ccccc1)c1ccccc1)c1ccccc1	-24%	-4%	-3%	1%	1%	-2%	7%	-2%	8%	12%	2%
O=C(CCc1ccccc1)Nc1ccc(NC(=O)C2CCCCC2)nc1	17%	-10%	4%	-1%	-5%	12%	3%	1%	0%	-2%	-3%
Oc1c(Br)cc(Br)cc1/C=N/NC(=S)N[C@H]1CC2C=CC1C2 (stereo partly drawn)	u	0%	0%	-18%	-5%	u	0%	1%	-14%	-4%	19%
O=Cc1c(SCCO)nc2ccccn2c1=O	1%	-1%	x	1%	-3%	-7%	3%	2%	-30%	0%	1%
COc1ccc(-n2ccn(CC(=O)Nc3ccccc3OC)c(=O)c2=O)cc1	11%	36%[activator]	u	0%	1%	-2%	2%	0%	6%	7%	5%
COc1cc(C2c3c(-c4cc(Cl)c(C)cc4O)n[nH]c3C(=O)N2Cc2cccnc2)ccc1O (stereo not drawn)	-6%	-8%	-8%	0%	0%	7%	-1%	-4%	-54%	1%	-31%[inhibitor]
CC(=O)c1c(C)n(CCO)c2ccc(O)cc12	2%	-7%	-6%	-1%	-7%	-1%	x	3%	4%	-2%	0%
O=C(COC(=O)[C@@H]1CC(O)CN1S(=O)(=O)c1ccccc1[N+](=O)[O-])Nc1ccc2ccccc2c1 (stereo partly drawn)	u	2%	u	-12%	5%	-7%	2%	3%	16%	3%	24%
CCC(C)NC(=O)CN(c1cc(C)ccc1OC)S(C)(=O)=O (stereo not drawn)	9%	-1%	2%	1%	-4%	-1%	4%	-2%	2%	0%	0%
C=CCc1cccc2cc(C(=O)NNC(=O)CC#N)c(=O)oc12	-44%	-6%	u	5%	-1%	1%	-3%	-1%	0%	-1%	2%
O=C(NCCNc1ccccc1[N+](=O)[O-])c1cc(F)c(F)cc1Cl	u	10%	u	19µM*	u	6%	-2%	u	u	u	u
COc1cccc(N2C(=O)Nc3ccc(Br)cc3C2(O)C(=O)NCCCOC(C)C)c1 (stereo not drawn)	22%	6%	0%	-1%	-10%	-7%	-1%	-6%	-7%	2%	-5%
CN1CCc2nc3sc(C(=O)NCc4ccccc4)c(N)c3cc2C1	14%	u	u	u	5%	6%	u	-3%	9%	-7%	14%
C/C(CC(=O)Nc1ccc2c(c1)OCCO2)=N\NC(=O)COc1ccc(Cl)c(C)c1	-6%	13%	-1%	-15%	1%	-9%	-3%	1%	-1%	0%	16%
The listing continues.
SMILES	RORgamma inh	CXXC DNA block	MBNL1-CUG inh	FLuc counter	ELG1 genotoxic	VP16 counter	uPA surface inh	NPC1 prom act	BRCA1 expr act	Rab9 promoter act	p53 reactivation
Cc1cc(NC(=O)COC(=O)C2CC(=O)N(c3cccc(Cl)c3)C2)no1 (stereo not drawn)	-9%	20%	-5%	0%	6%	-7%	2%	1%	-5%	4%	-5%
Cc1c(C)c2ccc(OCC(=O)NC(Cc3c[nH]c4ccc(O)cc34)C(=O)O)c(C)c2oc1=O (stereo not drawn)	-17%	-5%	2%	-1%	2%	1%	8%	-2%	5%	1%	x
C=CCNC(=S)N1CCC(C(=O)c2ccc(C)cc2)CC1	4%	7%	5%	6%	-5%	-5%	2%	0%	-1%	-7%	5%
Cc1nc(CNS(=O)(=O)c2cccc(F)c2)cs1	33%	6%	-8%	-1%	-5%	-10%	9%	-2%	7%	1%	-3%
CNc1nc(N)c([N+](=O)[O-])c(Nc2cccc(Cl)c2)n1	28%	-1%	-9%	-1%	13%	7%	-19%	3%	-49%	1%	1%
CC1=CC(C)[C@H](/C=N/n2c(=O)[nH]c3c([nH]c4ccc(C)cc43)c2=O)C(C)C1 (stereo partly drawn)	-5%	2%	16%	-1%	-24%	-24%	-3%	-4%	-62%	-2%	-3%
Cc1c(NS(=O)(=O)c2cccs2)cccc1-c1nc2cccnc2s1	31%	-12%	4%	19µM*	-4%	28%	5%	-2%	6%	13%	8%
O=C(COC(=O)c1cc([N+](=O)[O-])ccc1NCCO)c1ccc(Cl)cc1	29%	27%	u	-1%	-5%	-17%	-6%	-3%	-37%	-1%	-11%
COc1ccccc1C(=O)COC(=O)Cn1[nH]c(=O)c2ccccc2c1=O	x	x	x	1%	-6%	x	-1%	1%	-5%	0%	2%
CCOC(=O)N1CCC(c2cc(=O)n3[nH]cc(C(=O)OC)c3n2)CC1	-23%	-5%	6%	-3%	-10%	6%	22%	1%	2%	-5%	-2%

Fetched by compound from the entries so far:
SMILES	RORgamma inh	CXXC DNA block	MBNL1-CUG inh	FLuc counter	ELG1 genotoxic	VP16 counter	uPA surface inh	NPC1 prom act	BRCA1 expr act	Rab9 promoter act	p53 reactivation
COc1ccc(NC(=O)c2ccccc2[N+](=O)[O-])cc1OC	12%	-12%	x	0%	1%	-13%	-4%	1%	5%	1%	-11%
CCOC(=O)N1CCC(c2cc(=O)n3[nH]cc(C(=O)OC)c3n2)CC1	-23%	-5%	6%	-3%	-10%	6%	22%	1%	2%	-5%	-2%
